mcGAS lum: mouse cGAS inhibition by luminescence; Q8C6L5; recombinant cGAS, Kinase-Glo ATP depletion luminescence; inhibition, % at 12.5 µM; hit rate 0.15% among 160,000; AID 1259399;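 note: 0% = negative control wells and 100% = reference inhibitor with no enzyme activity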
hcGAS inh: inhibitors of human cGAS; recombinant h-cGAS, ATP depletion, Kinase-Glo luminescence; inhibition, % at 12.5 µM; hit rate 0.081% among 290,000;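 note: 0% = vehicle reaction and 100% = reaction without DNA for no activity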
Target sequence (Q8N884 whole entry, looked up): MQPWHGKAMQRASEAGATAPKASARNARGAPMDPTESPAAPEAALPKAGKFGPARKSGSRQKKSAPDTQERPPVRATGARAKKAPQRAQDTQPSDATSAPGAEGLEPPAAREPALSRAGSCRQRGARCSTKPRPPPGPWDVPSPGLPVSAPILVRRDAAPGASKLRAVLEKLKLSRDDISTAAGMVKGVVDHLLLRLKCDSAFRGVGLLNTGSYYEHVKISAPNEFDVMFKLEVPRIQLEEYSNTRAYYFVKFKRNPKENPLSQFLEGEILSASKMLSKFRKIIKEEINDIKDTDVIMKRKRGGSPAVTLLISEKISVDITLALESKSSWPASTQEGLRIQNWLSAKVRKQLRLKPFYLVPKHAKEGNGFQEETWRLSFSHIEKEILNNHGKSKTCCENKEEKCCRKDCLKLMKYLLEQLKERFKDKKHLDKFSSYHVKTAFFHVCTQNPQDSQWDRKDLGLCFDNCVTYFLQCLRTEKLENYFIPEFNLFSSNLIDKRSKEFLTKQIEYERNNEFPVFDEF
NPYLR7 ag: activates Aedes aegypti NPYLR7 receptor; HEK293T NPYLR7/Galpha15, GCaMP6s calcium fluorescence; activation, % at 10 µM; hit rate 0.15% among 270,000; in the data active = activation above about 40%;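 note: 0% = vehicle and 100% = reference agonist at the receptor; some compounds past the cut are filed as inactive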
Starred values were filed as active, the others as inactive; . = not tested or not shown; & = joins results of further samples. Cut-off read from the data, not from the text of the source, unless noted: active = inhibition above about 40%; inactive = the rest. Rows were taken by chance; about 0.27% have a hit in one of these screens.

Sample of the layout (17 entries):
SMILES	mcGAS lum	hcGAS inh	NPYLR7 ag
COc1ccc(-c2cnc(-c3ccc(CNC(=O)COCc4ccccc4)cc3)[nH]2)cc1	-9	-5	8
CC/C=C(/C)C(=O)NCC(C)(C)N1CCS(=O)CC1	.	-4	8
Cc1ccc(C)c(S(=O)(=O)c2cnc(SCC(=O)Nc3cccc(Cl)c3)[nH]c2=O)c1	-1	-2	25
Cc1ccc(NC(=O)C2CCCCC2)cc1N1CCCCC1=O	.	-5	10
COc1ccc(-c2cc(NC(=O)c3cccc(Cl)c3)n(-c3ccc(C)cc3)n2)cc1	-7	-9	5
Cc1ccc(N2C(=O)CSC2c2cccc(NC(=O)CCl)c2)c(C)c1 (centres undefined)	-4	-6	.
COc1ccc(OC)c2c(C)cc(N3CC(c4cccnc4)C3)nc12	-9	-7	13
CC(C)(C)n1nc2c(c1NC(=O)c1ccccc1)CSC2	-6	-2	-1
C=CCSc1nc2c(c(=O)[nH]c(=O)n2C)n1Cc1ccccc1	.	-3	9
CC1SC(c2ccsc2)N(CCN2CCN(C(=O)c3ccccc3Cl)CC2)C1=O (centres undefined)	1	1	-18
CCC(C(=O)OC)N1CCC(c2ccccc2)C1 (centres undefined)	.	-14	-4
O=C(Nc1cccc(Cl)c1)N1CCCC(OCc2cccnc2)C1 (centres undefined)	-4	-4	-1
CCn1nccc1C(=O)N(CCOC)CC1(C)CCOCC1	-5	-11	.
O=C(C(Cl)=CNc1ccc(Cl)cn1)C(F)(F)F	-6	-11	2
C=CCC(O)(CC=C)c1ccc(CN(CCOC)Cc2ccccc2OC)o1	.	2	-4
CC(C)c1cc(Oc2cccc(Cl)c2)nc(SCc2ccc(C(F)(F)F)cc2)n1	-5	-5	27
CC(C)Cn1nccc1NC(=O)Cc1coc2cc3c(cc12)CCC3	-9	-7&-15	7&0

All compounds of this part, previewed entries included:
SMILES	mcGAS lum	hcGAS inh	NPYLR7 ag
COc1ccc(-c2cnc(-c3ccc(CNC(=O)COCc4ccccc4)cc3)[nH]2)cc1	-9	-5	8
CC/C=C(/C)C(=O)NCC(C)(C)N1CCS(=O)CC1	.	-4	8
Cc1ccc(C)c(S(=O)(=O)c2cnc(SCC(=O)Nc3cccc(Cl)c3)[nH]c2=O)c1	-1	-2	25
Cc1ccc(NC(=O)C2CCCCC2)cc1N1CCCCC1=O	.	-5	10
COc1ccc(-c2cc(NC(=O)c3cccc(Cl)c3)n(-c3ccc(C)cc3)n2)cc1	-7	-9	5
Cc1ccc(N2C(=O)CSC2c2cccc(NC(=O)CCl)c2)c(C)c1 (centres undefined)	-4	-6	.
COc1ccc(OC)c2c(C)cc(N3CC(c4cccnc4)C3)nc12	-9	-7	13
CC(C)(C)n1nc2c(c1NC(=O)c1ccccc1)CSC2	-6	-2	-1
C=CCSc1nc2c(c(=O)[nH]c(=O)n2C)n1Cc1ccccc1	.	-3	9
CC1SC(c2ccsc2)N(CCN2CCN(C(=O)c3ccccc3Cl)CC2)C1=O (centres undefined)	1	1	-18
CCC(C(=O)OC)N1CCC(c2ccccc2)C1 (centres undefined)	.	-14	-4
O=C(Nc1cccc(Cl)c1)N1CCCC(OCc2cccnc2)C1 (centres undefined)	-4	-4	-1
CCn1nccc1C(=O)N(CCOC)CC1(C)CCOCC1	-5	-11	.
O=C(C(Cl)=CNc1ccc(Cl)cn1)C(F)(F)F	-6	-11	2
C=CCC(O)(CC=C)c1ccc(CN(CCOC)Cc2ccccc2OC)o1	.	2	-4
CC(C)c1cc(Oc2cccc(Cl)c2)nc(SCc2ccc(C(F)(F)F)cc2)n1	-5	-5	27
CC(C)Cn1nccc1NC(=O)Cc1coc2cc3c(cc12)CCC3	-9	-7&-15	7&0
Cc1cccc(Oc2cc(N3CCCCCC3)ncn2)c1	-7	-4	-10
Cc1cc(C)c(NC(=O)CN2CCN(C(=O)CN3CCOCC3)CC2)c(C)c1	.	-1	-2
O=C(C1=COCCO1)N1CCN(c2nc3ccc(F)cc3s2)CC1	1	-1	-1
C=CCn1c(SCC(=O)Nc2ccc(O)cc2)nc2sc(C)cc2c1=O	-5	-5	5
COc1cc(C(C)=O)ccc1OC(C)c1nc(C(C)C)no1 (centres undefined)	.	-3	6
CCOC(=O)CCCC(=O)N1CCN(CC(OCc2ccc(C(=O)OC)cc2)c2cccc(OC)c2)CC1 (centres undefined)	2	0	.
CCOCCCN(CCC(=O)NC1CCCCC1)C(=O)c1cnccn1	-5	-4	.
O=[N+]([O-])c1cc(-n2cccc2)ccc1N1CCCCCC1	.	-10	-4
Cc1ccc2[nH]cc(C3CCN(S(=O)(=O)c4cc(C)c(Cl)cc4C)CC3)c2c1	-9	-6	33
O=C(c1csc(-c2cccs2)n1)N1CCCC(CO)(Cc2cccc(Cl)c2)C1 (centres undefined)	-5	-2	1
CC1=NC2=C(C(=O)CCC2)C(c2ccc(Cl)cc2Cl)C1C#N (centres undefined)	-4	-2	15
O=C(Cn1nc(-c2ccccc2)oc1=O)OCC(=O)N1CCc2ccccc21	.	-7	5
COc1cc(Nc2ccc(NC(=O)CCc3ccccc3)cc2)nc(C)n1	-6	-8	12
O=C(c1ccc(C(F)(F)F)cc1)N(Cc1nccn1Cc1ccccc1Cl)CC1CCCO1 (centres undefined)	-5	-4	.
COC(=O)c1ccc(COC(CN2CCN(C(=O)c3ccc(OC)c(F)c3)CC2)c2ccc(Cl)cc2)cc1 (centres undefined)	2	2	0
CCN(CC(C)(C)O)c1ccc(S(C)(=O)=O)cc1S(C)(=O)=O	.	-3	8
Cc1ccc(CN(CCN(C)C)C(=O)c2cc(C3CC3)[nH]n2)s1	0	-2	.
COc1cc(-c2nc(Cn3nc(C)nc3C)c(C)o2)cc2c1OCO2	.	-7	15
COc1ccc(OC2CCN(Cc3nc(-c4ccccn4)no3)CC2)cc1	.	-3	17
CC1=C(C(=O)OCC(C)C)C(c2ccc(O)c([N+](=O)[O-])c2)NC(=O)N1 (centres undefined)	1	3	-4
CCCC(C)C(=O)N1CCc2cc(OC)c(OC)cc2C1c1cccc(Cl)c1 (centres undefined)	-3	-13	8
Cc1[nH]n(-c2ccccc2)c(=O)c1N=Nc1ccc(SC(F)(F)F)cc1	-6	-5	3
CCc1n[nH]c(=S)n1NC(=O)c1cncc(Br)c1	.	-2	6
CC(C)n1nccc1NC(=O)Cc1cccc(Br)c1	.	3	5
O=S1(=O)CCCCN1c1cccnc1	-5	-12	11
CCc1cccc(NC(=O)NCCNc2cc(-n3ccnc3C)nc(C)n2)c1	-13	-5	-11
CCN(C(=O)Cn1c(=O)oc2ccccc21)c1c(N)n(Cc2ccccc2)c(=O)[nH]c1=O	2	13	-6
CCCc1nnc2sc(CCc3ccccc3)nn12	-7	-5	1
COC(=O)c1ccc(N2CCN(c3nnc(C)s3)C(C)C2)cc1 (centres undefined)	.	-2	3
O=[N+]([O-])c1ccc(-c2cn3c(n2)CCc2ccc4cccnc4c2-3)cc1	1	5	4
O=C(OCC(=O)N1CCCCC1)c1ccc(O)cc1O	.	-4	4
N#CCCn1c(=O)n(CCC#N)c(=O)n(CCC#N)c1=O	.	-5	6
Cc1noc(CC(Cc2onc(C)c2[N+](=O)[O-])c2ccc(Cl)cc2Cl)c1[N+](=O)[O-]	.	2	0
Cc1nnc(Nc2ccc(N3CCOCC3)cc2)c(C#N)c1C	.	-12	7
Cc1cc(C)c(CNC(=O)Cn2cnc3scc(-c4ccc(F)cc4)c3c2=O)c(=O)[nH]1	.	-11	5
CCOc1cc(CNc2cccc(C(=O)O)c2C)ccc1OCCO	.	-2	12
CN(CCc1cn[nH]c1)C(=O)c1cccc(C2CCNC2)c1 (centres undefined)	-5	1	-5
COCC(=O)N(C)C(Cc1ccc(F)cc1)C1CCN(C(=O)c2ccc(-c3ccccc3)cc2)CC1 (centres undefined)	-12	-6	17
Cc1ccc(C)c(Cn2c(=O)c3c(nc4n3CC(C)CN4CCc3ccccc3)n(C)c2=O)c1 (centres undefined)	.	-4	-4
Cc1c(C)n2c3c(=O)n(Cc4ccccc4Cl)c(=O)n(C)c3nc2n1Cc1ccco1	-10	-9	19
O=C(NCc1ccsc1)c1ccc(-c2cc(-c3ccc(Cl)cc3)[nH]n2)cc1	-6	-5	.
Cc1ccc(Cc2nsc(N(CCC(=O)N3CCC(C(N)=O)CC3)Cc3ccco3)n2)cc1	-5	-15	-7
CC(C)(C)c1cc(C(F)(F)F)c(C#N)c(SCC(=O)N2CCCC2C(=O)O)n1 (centres undefined)	.	2	7
(further entries)
SMILES	mcGAS lum	hcGAS inh	NPYLR7 ag
CN(C)c1nc(N)nc(/C(C#N)=C/c2ccccc2OC(F)(F)F)n1	.	-10	13
N#Cc1c(N)nc2c(c1C(=O)OCCO)CCC2	.	-4	-2
Cc1ccc(-n2ncc3c(=O)n(NC(=O)C(c4ccccc4)c4ccccc4)cnc32)cc1	.	-13	4
Cc1cc(C(=O)OCC(=O)c2ccc(Br)cc2)ccc1[N+](=O)[O-]	-2	0	1
Cc1cc(C)c(S(=O)(=O)N2CCN(c3nc(-c4ccc(Cl)cc4)nc(C)c3C)CC2)c(C)c1	-7	-6	7
CCC(C(=O)NCCS(=O)(=O)c1ccccc1F)c1ccccc1 (centres undefined)	.	-5	7
Cc1ccc(-n2c(=O)c3oc4ccccc4c3n(CC(=O)N(C(C)C)C(C)C)c2=O)cc1	-8	-2	1
O=C(CSc1nc2sc3c(c2c(=O)[nH]1)CCC3)NCCCO	.	-8	3
CN1CCCC2(CCN(C(=O)Cc3nnc(N)s3)C2)C1=O (centres undefined)	.	0	-2
COc1ccccc1CN1CCC(CN(CC(C)C)C(=O)c2csc(C(C)=O)c2)CC1	-11	-7	8
CN1CCN(C(=O)C2CCCN(c3ncnc4c3nc3n4CCCCC3)C2)CC1 (centres undefined)	.	-8	3
C=CC(C)(O)CN(CCC)Cc1c(C)nn(-c2cccc(Cl)c2)c1Oc1ccc(OC)cc1 (centres undefined)	-5	-4	7
Cc1c(C(=O)NCc2cc(F)cc(F)c2)cnc2c(-c3ccc(C(C)C)cc3)cnn12	-6	-11	8
CCc1nc2n(n1)C(=O)C(C(c1cccc(OC)c1)N1CC(C)CC(C)C1)S2 (centres undefined)	0	-1	-5
CCCCCNC(=O)C1CCN(Cc2c(-c3cccs3)nc3ccccn23)CC1	.	0	0
Cc1ccc(C)c(NC(=O)CC(=O)NCC(O)Cc2ccccc2)c1 (centres undefined)	-14	-11	13
CCN(CC)S(=O)(=O)c1cccc(C(=O)Nc2nccs2)c1	-3	-1	-12
CC(c1cccnc1)N(C)Cc1ccc(-n2cncn2)cc1 (centres undefined)	-9	-5	.
COc1cccc(CN2CCC(CO)(CC3CCCCO3)CC2)c1 (centres undefined)	.	-6	5
N=c1oc2ccc([N+](=O)[O-])cc2cc1C(=O)Nc1cccc(C(F)(F)F)c1	-2	1	-2
CC(=O)NC1CCCN(C(=O)CN2CCCCC2Cn2cncn2)C1 (centres undefined)	.	8	-8
CC(C)C(=O)Nc1ccc(SCc2ccccc2)nn1	.	-1	-2
O=C(Nc1ccc(Br)cc1)c1cccc(S(=O)(=O)NCc2ccccc2)c1	-7	1	-3
CCOCCOC(=O)C1=C(C)NC2=C(C(=O)CC(c3ccccc3)C2)C1c1ccc(OC)cc1OC (centres undefined)	-7	-5	2
Cc1nc(NC(N)=NS(=O)(=O)c2ccc([N+](=O)[O-])cc2)nc2ccccc12	-3	-3	-6
CN(C)CCO[C@@H]1COCC[C@H]1NC1CCN(c2cccc(F)c2)CC1	-7	-11	.
CCCCN(C)c1c(CC)nc2ccc(C(=O)NCCc3c[nH]c4ccccc34)cn12	-4	-7	8
Cc1n[nH]c(C)c1Cc1nncn1-c1cccc2ccccc12	-9	-2	5
COc1cccc(CNC(=O)Cc2cnn(-c3ccccc3)c2C)c1OC	.	-11	8
CCOC(=O)c1cc(-c2ccc([N+](=O)[O-])cc2)n(NC(=O)COc2ccccc2C)c1C	.	10	3

2 compounds drawn at random from the list so far, as already listed:
SMILES	mcGAS lum	hcGAS inh	NPYLR7 ag
CN(C)CCO[C@@H]1COCC[C@H]1NC1CCN(c2cccc(F)c2)CC1	-7	-11	.
CCN(CC)S(=O)(=O)c1cccc(C(=O)Nc2nccs2)c1	-3	-1	-12

(next part)
SMILES	mcGAS lum	hcGAS inh	NPYLR7 ag
CCOc1ccccc1OCCN(C)C(=O)c1cn2ccc(C)cc2n1	-2	0	-3
NC(=O)c1oc2ccccc2c1NS(=O)(=O)c1ccccc1Cl	.	-1	15
CC(=O)c1c(C)[nH]c(C(=O)COC(=O)c2ccc(C)s2)c1C	.	-6	3
CCCCS(=O)(=O)N1CCN(c2nc(CCC(C)C)nc3c2cnn3-c2cccc(Cl)c2)CC1	5	0	2
COc1ccc(C(=O)Nc2c(N)nc(SCC(=O)Nc3cccc(C)c3)[nH]c2=O)cc1OC	-8	-6	3
CN(C)c1ncc(CN2CCN3C(=O)CNC(=O)C3C2)s1 (centres undefined)	.	-6	8
O=C(NC1CCCC[C@H]1N(Cc1ccc(Cl)cc1)C(=O)c1ccccc1)C1CCCN(C(=O)CCCl)C1 (some centres undefined)	-6	-9	13
CCC(C(=O)N(CCC(C)C)CC(=O)N(CCOC)Cc1cccn1Cc1ccccc1)c1ccccc1 (centres undefined)	-6	-9	-2
C=CCn1c(SCC(=O)Nc2ccc3c(c2)OCO3)nc2sc(C)c(C)c2c1=O	-2	-3	-4
COc1ccc(S(=O)(=O)Oc2cc(CN(C(=O)NC(C)(C)C)C(C)C)ccc2OC)cc1	-7	-6	1
O=C(O)c1ccc2c(c1)c1c3n2CCNC3CCC1 (centres undefined)	.	-12	6
